Screens from PubChem.
C-LANA FP – KSHV C-LANA DNA binding inhibition | MBP-C-LANA/FAM-LBS DNA binding, fluorescence polarization | inhibition, % at 9 µM | hit rate 0.078% among 340,000 | AID 504423;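 active = highest replicate inhibition at or above 60% at 9 µM, even if other replicates fall short; inactive = all replicates below 60% inhibition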;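 note: 0% = neutral control wells and 100% = 4 µM acridine orange control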
Cardiac RTF inh – cardiac RTF calcium desensitization. IANBD-labeled cardiac RTF, Ca2+ fluorescence. inhibition, % at 7.15 µM. hit rate 0.12% among 340,000;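 active = inhibition above the mean inhibition of all tested compounds plus 3 SD, cut at about 17% in these data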;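 note: assay run at fixed EC70 calcium of 1.6 mM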
OPRM1-OPRD1 inv – mu-delta opioid heterodimer inverse agonism | AID 504357 | cell-based MOR-DOR heterodimer luminescence | P35372+P41143 | hit rate 0.21% among 340,000 | inhibition, % at 9.3 µM; in the data active = inhibition above about 22%, passing the limit was not always enough;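 note: 0% = cells with DMSO and 100% = wells without cells with DMSO; values of inactives mirror those of a sister screen read the other way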
Target sequence (P35372 whole entry, looked up): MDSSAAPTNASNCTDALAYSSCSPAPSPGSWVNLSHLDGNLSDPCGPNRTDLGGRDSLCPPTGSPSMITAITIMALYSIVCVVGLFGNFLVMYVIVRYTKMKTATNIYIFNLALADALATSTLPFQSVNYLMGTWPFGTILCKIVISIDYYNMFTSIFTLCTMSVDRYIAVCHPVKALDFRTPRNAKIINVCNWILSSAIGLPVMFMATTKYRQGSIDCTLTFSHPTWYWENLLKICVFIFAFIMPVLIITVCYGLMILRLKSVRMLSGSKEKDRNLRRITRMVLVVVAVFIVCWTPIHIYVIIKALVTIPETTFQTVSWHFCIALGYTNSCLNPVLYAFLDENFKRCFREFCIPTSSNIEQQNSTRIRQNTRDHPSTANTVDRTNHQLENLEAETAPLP
Target sequence (P41143 whole entry, looked up): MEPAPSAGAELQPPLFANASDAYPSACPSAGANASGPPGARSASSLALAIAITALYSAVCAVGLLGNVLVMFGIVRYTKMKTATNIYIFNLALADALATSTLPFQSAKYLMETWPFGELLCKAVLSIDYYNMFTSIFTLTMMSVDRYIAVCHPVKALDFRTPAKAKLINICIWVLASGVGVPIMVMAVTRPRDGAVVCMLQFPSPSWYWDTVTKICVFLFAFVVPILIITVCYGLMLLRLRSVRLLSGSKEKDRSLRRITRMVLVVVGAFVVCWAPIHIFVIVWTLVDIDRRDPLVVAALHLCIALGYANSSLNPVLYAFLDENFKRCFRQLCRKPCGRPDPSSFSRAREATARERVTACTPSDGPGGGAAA
MOR-DOR ag – agonists of human mu-delta opioid receptor heterodimerization; P35372+P41143; cells, OPRM1-OPRD1 heterodimerization, luminescence; activation, % at 9.3 µM; hit rate 0.3% among 340,000; AID 504326; in the data active = activation above about 18%;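 note: 0% = vehicle-treated cells and 100% = reference agonist; values of inactives mirror those of a sister screen read the other way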
Pemphigus Ab inh – inhibitors of pemphigus antibody binding to human desmoglein-3. DSG3-coupled beads, scFv-anti-DSG3-GFP binding, flow cytometry; active compounds read low. binding (percent of control), % at 10 µM. hit rate 0.48% among 310,000;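 active = binding more than 3 SD below its plate's average and above zero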;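 note: hits lower antibody fragment binding to DSG3; some compounds called inactive have numbers as strong as hits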
Arr AP2 block – inhibitors of human beta-arrestin and AP2 interaction | FITC-arrestin peptide / GST-AP2 beads, flow cytometry; AP2 beta2 appendage carries R879A mutation | inhibition, % at 10 µM | hit rate 0.31% among 340,000;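 active = inhibition above a set limit, near 3 SD of compounds lacking own fluorescence, cut at about 54% in these data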;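 note: plate controls were DMSO wells for no effect and 5 µM unlabelled arrestin peptide for full effect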
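Material – AP2 appendage R879A on GSH beads · Buffer or medium – PBS with 0.05% Tween 20 and 0.1% BSA · Probe or stimulus – fluorescein-tagged arrestin peptide at 50 nM final · Incubation – compound with beads 12 min RT, then probe 1 h RT · Detection – high-throughput flow cytometry of beads, ex 488, em 535 nm · Evaluation – percent response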
Keap1 Nrf2 FP – Keap1-Nrf2 (human) interaction inhibition; Q14145; Keap1 Kelch-Nrf2 peptide fluorescence polarization, 1536-well; inhibition, % at 9.4 µM; hit rate 0.15% among 340,000; in the data active = inhibition above about 12%;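 note: human Keap1 Kelch domain with fluorescein labeled Nrf2 9mer peptide probe; 0% = neutral control wells and 100% = peptide positive control; higher means more block of Keap1 binding to Nrf2 peptide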
RTF Ca sens act – increases calcium sensitivity of human cardiac regulated thin filaments. P19429+P45379. IANBD-labeled TnC RTF fluorescence at EC20 calcium; 0% EC20 calcium, 100% full calcium. activation, % at 7.2 µM. hit rate 0.24% among 340,000;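 active = activation above the mean over all tested compounds plus 3 SD, cut at about 30% in these data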;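 note: rise in fluorescence read as greater calcium sensitivity of cardiac thin filaments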
V-ATPase pH – yeast V-ATPase proton transport regulation by pHLuorin; response, % at 10 µM; AID 504577; S. cerevisiae, pHLuorin cytosolic pH fluorescence; hit rate 0.37% among 350,000; in the data active = response mostly above about 7.3%, no sharp cut-off; inactive = mostly below about 5.4%; note: actives read high; inactives centre near 0; some compounds called inactive have numbers as strong as hits; reference of the scale not given here
Wnt act – activators of Wnt/beta-catenin signaling. AID 743398. hit rate 1.2% among 300,000. Wnt/beta-catenin reporter cell assay, activator, plate reader. activation, % at 9.35 µM; in the data active = activation above about 30%, passing the limit was not always enough;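 note: 0% = neutral control wells and 100% = positive control wells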
Active calls of the source: *; x = no result given.

SMILES	C-LANA FP	Cardiac RTF inh	OPRM1-OPRD1 inv	MOR-DOR ag	Pemphigus Ab inh	Arr AP2 block	Keap1 Nrf2 FP	RTF Ca sens act	V-ATPase pH	Wnt act
CN(C)C(=O)c1c([N+](=O)[O-])c(C(C)(C)C)nn1C	-0.9	-12	9	-1.8	83	-4	-2	0	2	-2
CCc1ccc(-c2nc(CS(=O)CC(=O)NCc3ccccc3)c(C)o2)cc1 (centres undefined)	-1.0	-8	13	-2.4	98	-6	0	-4	-5	-5
CCOC(=O)c1[nH]c2cc(OC)c(OC)cc2c1NC(=O)CN(C)C1CCCCC1	-0.5	-1	-11	2.0	92	0	2	-1	-1	x
COc1ccc(O)c(-c2cn[nH]c2-c2cccs2)c1	-0.1	5	-22	3.8	101	14	-3	12	-2	4
NS(=O)(=O)c1ccc(CCNc2ncnc3sccc23)cc1	-1.1	-3	-4	0.7	95	-6	-1	5	-4	-12
NCCCNCCCCNCCCN	-3.8	-7	16	-2.8	107	5	-1	0	-2	-1
CCN(CC(=O)Nc1ccccc1OC)C(=O)COc1ccc(C#N)cc1	1.6	11	18	-3.7	102	0	-1	6	-9	0
COc1ccccc1N1CCN(C(=O)CNC(=O)c2cn(-c3ccccc3OC)c(=O)c3ccccc23)CC1	0.0	-13	-1	0.1	121	-13	-4	8	-3	2
O=C(COC(=O)c1n[nH]c(=O)c2ccccc12)NCc1ccccc1	-0.3	-1	4	-1.0	x	8	-3	-4	1	0
O=C(Nc1cccc(Cl)c1)c1cc(S(=O)(=O)NCCc2ccc(Cl)cc2)ccc1F	-1.5	-9	-11	2.2	110	3	-3	19	x	-3
O=C(CN1C(=O)c2ccccc2C1=O)OCC(=O)c1ccccc1	0.9	-18	11	-2.2	105	10	-1	2	1	3
N#Cc1ccccc1NC(=O)CSc1cn[nH]n1	0.0	9	-1	0.1	x	4	-9	-2	4	2
CCCCCCCN1C/C=C\C(c2ccc(OC)cc2)N(Cc2ccc(F)cc2)C(=O)[C@H]1Cc1ccccc1 (some centres undefined)	0.4	-1	1	-0.2	99	x	0	-8	-4	x
Cc1ccc(C(=O)N(CN2CCCC2=O)c2ccc(F)cc2)cc1C	-1.9	-2	5	-1.0	104	7	-6	-1	-5	x
O=C(Nc1cccc(-n2cccn2)c1)C1CCCN(Cc2cccc(F)c2F)C1 (centres undefined)	0.2	3	13	-2.3	109	-5	1	0	1	-3
O=C(CS(=O)(=O)c1c[nH]c2ccccc12)Nc1ccc2c(c1)OCCO2	1.5	1	-6	1.0	102	0	0	-2	1	x
Cc1ccc(C(=O)C2CCN(CC(=O)NC3CCCCC3)CC2)cc1	0.4	0	0	0.0	99	27	-3	0	-6	x
CCn1nnnc1SCC(=O)N1CCCCC1	-0.7	-13	10	-1.8	95	-1	-3	2	0	-2
C/C(=N/N1CCN(Cc2cccc3ccccc23)CC1)c1cccnc1	1.9	9	2	-0.3	110	12	0	2	4	-1
CN(C)CCNC(=O)Nc1cccc(Cl)c1Cl	-0.7	3	10	-1.7	110	-13	1	6	8	x
Cc1cccc(OC(=O)CN2C(=O)C3C4CCC(C4)C3C2=O)c1C (centres undefined)	0.6	-1	3	-0.6	97	7	0	5	-3	x
COc1ccc(Cl)cc1N(C)C(=O)CCc1nc(-c2ccc(C)cc2)no1	-0.6	-8	-40	8.7	107	2	3	-4	4	x
CS(=O)(=O)N(CC(=O)Nc1ccccc1Sc1ccccc1)c1ccc(F)cc1	4.2	-9	-49	8.7	97	0	-2	-5	-2	-1
CCOC(=O)C1CCCN(C(=O)c2ccccc2SCCOC)C1 (centres undefined)	-0.4	-6	3	-0.5	102	-2	2	3	4	2
O=C(/C=C/c1cccs1)c1ccco1	1.9	-2	2	-0.4	95	35	-2	0	-1	-2
COc1ccc(NC(=O)C2=CC(c3ccco3)=NS(=O)(=O)N2C)cc1OC	-0.1	-6	7	-1.4	111	2	-5	3	-2	2
O=C(NCc1cn(-c2ccccc2)nc1-c1ccccc1)c1cccc([N+](=O)[O-])c1	0.3	-1	3	-0.6	93	-2	-4	3	-1	13
CCCCN(CC)C(=O)c1ccc(Cl)c(Cl)c1	1.1	-13	8	-1.3	x	27	-4	-4	2	-4
COc1cc2cc(/C=C/C(=O)c3ccco3)c(Cl)nc2cc1OC	0.5	-24	16	-3.1	110	1	-46	10	2	-1
COc1ccc(C(=O)CSc2ccccc2C(=O)O)cc1	-0.1	0	9	-1.4	83	-8	1	-5	-2	44*

Structural class: the compounds so far with a cyano group (2)
SMILES	C-LANA FP	Cardiac RTF inh	OPRM1-OPRD1 inv	MOR-DOR ag	Pemphigus Ab inh	Arr AP2 block	Keap1 Nrf2 FP	RTF Ca sens act	V-ATPase pH	Wnt act
CCN(CC(=O)Nc1ccccc1OC)C(=O)COc1ccc(C#N)cc1	1.6	11	18	-3.7	102	0	-1	6	-9	0
N#Cc1ccccc1NC(=O)CSc1cn[nH]n1	0.0	9	-1	0.1	x	4	-9	-2	4	2

By substructure: those above containing a nitro group on carbon.
SMILES	C-LANA FP	Cardiac RTF inh	OPRM1-OPRD1 inv	MOR-DOR ag	Pemphigus Ab inh	Arr AP2 block	Keap1 Nrf2 FP	RTF Ca sens act	V-ATPase pH	Wnt act
CN(C)C(=O)c1c([N+](=O)[O-])c(C(C)(C)C)nn1C	-0.9	-12	9	-1.8	83	-4	-2	0	2	-2
O=C(NCc1cn(-c2ccccc2)nc1-c1ccccc1)c1cccc([N+](=O)[O-])c1	0.3	-1	3	-0.6	93	-2	-4	3	-1	13

Further compounds:
SMILES	C-LANA FP	Cardiac RTF inh	OPRM1-OPRD1 inv	MOR-DOR ag	Pemphigus Ab inh	Arr AP2 block	Keap1 Nrf2 FP	RTF Ca sens act	V-ATPase pH	Wnt act
CCC(C)N(C(=O)c1csnn1)C(C(=O)NCc1ccc(F)cc1)c1ccccc1F (centres undefined)	-0.1	-24	7	-1.0	115	-2	4	-2	-1	3
CC1CCC(NC(=O)C2COc3ccccc3O2)CC1 (centres undefined)	1.7	-24	-10	1.5	97	37	0	-3	-6	14
CCOC(=O)N/N=C/C=C/c1ccccc1[N+](=O)[O-]	2.3	-10	15	-3.0	98	1	1	0	0	1
c1ccc(-c2nnc(N3CCCC3)nc2-c2ccccc2)cc1	-1.8	4	-8	1.8	87	10	-5	-1	5	0
COc1cc(/C=C2/C(=O)NN(c3ccc(Cl)cc3)C2=O)ccc1OC(=O)c1ccco1	0.0	-3	8	-1.5	100	12	1	7	3	0
CC(=O)Nc1ccc(NC(=O)C(NS(=O)(=O)c2ccc3c(c2)OCCO3)C(C)C)cc1 (centres undefined)	1.1	5	1	-0.2	97	-4	0	4	0	-4
Cc1ccsc1/C=N/Nc1ncc(Cl)cc1Cl	0.4	1	-3	0.8	109	3	-6	-2	1	4
COc1ccccc1CC(=O)Nc1cccc(C(=O)NN2C(=O)c3ccccc3C2=O)c1	-0.9	-3	10	-1.9	x	5	1	-5	2	0
Cc1cc(C)n(CC(O)Cn2c3ccc(Br)cc3c3cc(Br)ccc32)c(=O)n1 (centres undefined)	0.3	-1	-9	1.5	119	-5	2	-34	5	x
N#Cc1c(N2CCCC2)nsc1-c1ccccc1	-1.9	1	-2	0.4	110	0	-1	2	-11	x
Cc1ccc(NC(=O)CCC(=O)N/N=C/C=C/c2ccccc2)cc1	-0.6	-2	x	x	85	7	-2	0	0	2
CC(=O)C1=C(O)C(=O)N(Cc2cccnc2)C1c1ccccc1Cl (centres undefined)	0.5	0	14	-2.5	113	3	1	-4	0	-6
CCc1nn(C(C)C(=O)NCCc2ccccc2)c(=O)c2cc3occc3n12 (centres undefined)	1.0	-5	12	-2.3	105	7	-5	-9	-5	-1
CCOc1cc(-c2cc(-c3ccc(OC)cc3)nc(N)c2C#N)ccc1O	0.9	-4	-29	5.8	95	3	-3	3	-1	-4
CC1CCC(C(C)C)C(OC(=O)COC(=O)c2cc(O)ccc2N)C1 (centres undefined)	0.3	-1	-134	24*	124	-7	-6	0	0	34*
CN(C)C1=NCCN1CC1CCCC1	1.4	0	16	-2.8	102	-3	2	-2	-3	-2
O=C(Cn1cc2c(n1)CCCCC2)Nc1ccccc1Br	-2.1	-2	-5	1.1	96	-12	0	7	0	-1
CC(C)(C)c1ccc(/C=N/NC(=O)C(=O)NCCCN2CCOCC2)cc1	-2.3	-7	12	-2.3	96	10	0	-2	-1	-2
Cc1cc(C)n(CC(=O)NC2CCCCC2)n1	0.9	-13	12	-2.2	97	14	1	2	0	x
COc1ccc(-c2nc3n(c2Br)CCC3)cc1	0.2	-7	1	-0.3	108	-11	2	2	-2	x
CSc1nn(CCc2ccncc2)c(=S)s1	-1.3	-5	-2	0.3	100	-28	-3	5	-1	x
COC(=O)c1cc2ccccc2n1Cc1ccc(Cl)nc1	2.2	-5	10	-2.3	101	15	-6	-1	-2	0
COCCCn1c(Cc2csc(Nc3cccc(Cl)c3)n2)nnc1SCC(=O)OC	4.9	-6	-3	0.5	99	8	3	0	-3	-4
Cc1ccc(-n2c3c(cc(C(=O)NC4CCSC4=O)c2=O)C(=O)CCC3)cc1 (centres undefined)	x	6	-1	0.1	x	12	-5	9	2	-4
COc1ccc(S(=O)(=O)N(C)C[C@H]2Oc3ccc(NC(=O)NC(C)C)cc3C(=O)N([C@H](C)CO)C[C@@H]2C)cc1	1.0	-2	15	-2.7	97	21	-2	-7	-2	-1
CC1CCCN(C(=O)C(=O)c2cn(CC(=O)N3CCCCCC3)c3ccccc23)C1 (centres undefined)	2.0	-1	10	-1.9	239	-7	2	1	0	-2
COc1ccc(C(=O)N/N=C/C(C)c2ccccc2)cc1OC (centres undefined)	1.3	-4	-2	0.3	113	6	-3	15	1	-2
CCOC(=O)N1CCN(Cc2nc3cc(NC(=O)C(C)C)ccc3n2CC)CC1	-0.8	1	11	-2.5	90	2	-2	0	-1	1
COc1ccc(NC(=O)COc2ccccc2C)cc1S(=O)(=O)N1CCCCC1	0.8	-7	-8	1.2	109	-9	-1	-9	-4	-4
OC1CCN(C(c2ccc3ncccc3c2)c2nnnn2C2CCCCC2)CC1 (centres undefined)	0.7	-2	13	-2.3	82	2	1	-4	1	-1
CN(C(=S)NC(=O)CCCOc1ccc(Cl)cc1Cl)c1ccccc1	0.6	-14	-14	2.2	102	-2	-3	9	-4	x
C=CCSC1=N/C(=C/c2ccsc2)C(=O)N1c1ccccc1	1.0	-3	7	-1.2	98	3	4	-6	1	0
Clc1cccc(CSc2nnc([C@@H]3CCCN3)o2)c1	0.0	-6	6	-0.9	x	1	-4	-5	-7	-6
CCC(CC)CN1CCN=C1Nc1ccccc1	0.5	-6	9	-1.6	94	22	-1	5	-5	2
O=C(NC1CCCC1)C(c1ccncc1)N(C(=O)c1csnn1)c1ccccc1F (centres undefined)	0.4	-7	18	-2.8	x	-13	0	-3	0	0
Nc1cc(=O)[nH]c(SCC(=O)NNC(=O)c2ccccc2)n1	-0.5	5	8	-1.3	104	15	3	-3	0	2
O=C(Nc1nc2ccccc2n1CCOc1ccc(Cl)cc1)c1ccco1	0.0	-5	-7	1.2	87	21	1	0	4	-6
CC1CCC2(CC1)NC(=O)N(CC(=O)Nc1cccc(S(=O)(=O)N3CCCCC3)c1)C2=O (centres undefined)	-2.5	-11	8	-1.5	99	-7	-4	-3	4	-4
